NCI-60 one-dose screen, 48 h, at 10 µM unless noted. Numbers give growth in % (100 = growth as untreated, 0 = no growth, -100 = all killed).
RXF 393 – RXF 393 renal cancer cells; hit rate 6.9% among 77,000; AID 1794773
CAKI-1 – CAKI-1 renal cancer; AID 1794772; hit rate 4.7% among 75,000
NCI-H226 – NCI-H226 lung cancer; hit rate 3.5% among 79,000
NCI-H460 – NCI-H460 lung cancer; AID 1794736; hit rate 6.8% among 82,000
ACHN – ACHN renal cancer. hit rate 4.9% among 81,000. AID 1794771
NCI-H522 – NCI-H522 lung cancer. hit rate 8% among 78,000
NCI-H23 – NCI-H23 lung cancer; hit rate 4% among 80,000; AID 1794731
A498 – A498 renal cancer cells. hit rate 5.4% among 76,000. AID 1794774
NCI/ADR-RES – NCI/ADR-RES ovarian cells; hit rate 4.4% among 81,000
Numbers without * were called inactive; nt = not tested or not shown; [ ] = remark or other dose. The calls were made as follows: active = growth percent below 10; inactive = the rest.

SMILES	RXF 393	CAKI-1	NCI-H226	NCI-H460	ACHN	NCI-H522	NCI-H23	A498	NCI/ADR-RES
O=C(/C=C/c1ccc(F)cc1)c1nc2ccccc2n1Cc1ccc(F)cc1	-67.6*	43.9	-35.7*	6.6*	-45.4*	44.1	14.6	111.9	-42.5*
N#CC(C#N)=Cc1cc(Cl)ccc1O	94.0	94.7	86.9	94.3	88.2	nt	79.2	91.3	87.3
CC(=O)O[C@H]1CC[C@H]2[C@@H]3CC(=C(Br)Br)C4=CC(=O)CC[C@]4(C)[C@H]3CC[C@]12C	nt	71.5	88.5	87.2	82.2	62.9	96.9	61.7	82.9
CCOC(=O)C(C)(C)Br	100.7	96.7	95.5	104.3	107.1	100.7	101.8	92.5	109.5
C/C1=C/C(=O)O[C@@H]2C[C@@H](CC[C@H](C)/C=C\C=C\CC1)O[C@@](O)([C@@H]1CSC(=O)N1CO)C2	-35.4*	-48.3*	46.1	26.9	10.6	-52.3*	13.9	-46.2*	47.6
CC(C)=CCC/C(C)=C/C=N\N=C(/N)N[N+](=O)[O-]	122.5	84.9	99.3	110.1	109.4	47.7	97.6	83.9	102.2
CC1=NNC(=O)C1Br (stereo not drawn)	114.3	108.0	106.8	112.0	106.7	96.3	105.7	91.0	104.8
CCOC(=O)c1cnc(SCc2ccc(Cl)c(Cl)c2)nc1N1CC1	66.6	31.1	75.6	41.0	44.1	36.7	51.1	44.3	25.2
OB(O)c1ccc(Cl)cc1	111.8	85.5	110.2	102.7	108.7	99.2	101.2	77.6	102.2
CC(CC#N)N1CC1 (stereo not drawn)	106.5	117.6	108.4	113.1	103.5	112.6	93.7	85.3	98.8
O=NN1CCCCC1	118.4	107.4	109.4	115.7	101.5	nt	104.0	88.1	110.0
CCc1cccc2ccccc12	111.9	nt	104.8	112.6	94.5	115.8	97.2	112.1	97.7

Look-ups from the entries so far:
Result for CCOC(=O)C(C)(C)Br in NCI-H226: 95.5
Result for CCOC(=O)c1cnc(SCc2ccc(Cl)c(Cl)c2)nc1N1CC1 in NCI-H226: 75.6
Result for CC(C)=CCC/C(C)=C/C=N\N=C(/N)N[N+](=O)[O-] in NCI-H226: 99.3

(list continues)
SMILES	RXF 393	CAKI-1	NCI-H226	NCI-H460	ACHN	NCI-H522	NCI-H23	A498	NCI/ADR-RES
FC(F)(F)c1cc(CN(CCCl)CCCl)cc(C(F)(F)F)c1	97.3	106.0	99.2	97.4	105.2	85.2	96.6	134.3	102.9
C=CC(=O)NC(C)(C)CC(C)=O	104.9	106.5	101.6	108.6	98.3	94.1	101.2	97.5	100.5
Oc1c(I)cc(I)cc1I	107.7	109.5	98.6	104.8	102.9	nt	nt	97.9	nt
CCOC(=O)[C@@H](C)C[C@H](Cc1ccccc1)NC(=O)c1csc([C@@H](C[C@H](C(C)C)N(C)C(=O)[C@@H](NC(=O)[C@H]2CCCCN2C)C(C)(C)C)OC(C)=O)n1	23.8	nt	55.2	6.2*	17.1	-40.3*	24.5	-11.4*	6.7*
O=C(CCCc1ccc([N+](=O)[O-])cc1)Nc1cccc(S(=O)(=O)F)c1	97.2	91.2	91.8	102.9	90.4	84.6	102.3	89.3	100.8
COC(=O)Cc1ccccc1	155.8	nt	113.3	103.0	107.0	124.4	108.4	92.7	109.8
O=S1(=O)c2ccccc2-c2ccccc21	108.0	106.1	92.8	103.8	98.6	103.8	109.2	82.0	105.6
CCN(CC)CCSC(=O)C(O)(c1ccccc1)c1ccccc1	112.5	85.9	109.2	93.9	87.6	78.6	95.6	118.0	79.7
COc1ccc(-c2nc3c(s2)CC[C@@]2(C)C3=CC[C@@H]3[C@@H]2CC[C@]2(C)C(=O)CC[C@@H]32)cc1	99.0	87.4	101.6	96.7	102.5	86.5	97.5	nt	98.4
COC(=O)C12CC(=O)OC1(c1ccccc1[N+](=O)[O-])N2 (stereo not drawn)	119.5	111.1	105.2	99.0	107.5	98.3	96.8	101.7	99.7
CC(=O)C(C)(C)C	102.7	98.8	98.8	111.5	101.7	109.7	112.5	95.6	113.7
CCC(CC)CC1(C)CC2(C)CCOC2OO1 (stereo not drawn)	111.1	95.7	99.0	107.7	111.3	90.9	101.6	90.8	104.0
O=C1C=C(Cl)C(=O)C=C1Cl	108.6	104.5	95.9	106.4	102.7	99.1	88.7	92.1	102.8
CCCCNC(=O)OCC(C)(CCC)COC(N)=O (stereo not drawn)	114.9	100.4	109.3	107.4	102.1	109.7	106.3	nt	115.7
CC12CCC3c4ccc(OP(=O)(N5CC5)N5CC5)cc4CCC3C1CCC2=O (stereo not drawn)	123.9	97.0	104.6	102.8	nt	83.5	98.4	87.8	110.6
FC(F)=C(F)c1ccccc1	111.8	108.6	113.5	109.0	109.9	nt	103.3	100.2	106.0
C[C@]12CC[C@H](O)CC1=CCC1C2CC[C@]2(C)C(=O)CC[C@@H]12 (stereo partly drawn)	114.2	87.5	106.9	122.0	94.8	90.1	96.9	90.1	105.8
COP(=O)(SC)N(C)C (stereo not drawn)	89.2	111.0	100.2	108.6	103.1	95.1	105.3	100.0	112.9
CCOC(=O)C(Cl)CCl (stereo not drawn)	90.9	95.3	95.1	106.1	89.9	70.2	100.2	100.2	108.3
Oc1cccc2nc3ccccc3nc12	144.3	nt	126.5	94.6	97.5	108.4	92.7	nt	50.6
CN1CCCCC1C(C)(O)c1ccccc1 (stereo not drawn)	115.7	96.4	99.7	107.1	108.1	89.9	106.1	101.2	96.1
NC(N)=N/N=C/c1cccnc1	95.5	91.1	98.7	111.1	84.9	89.6	99.9	99.5	102.4
N[C@@H](CCC(=O)CCl)C(=O)O	112.1[20 µM]	97.0[20 µM]	104.3[20 µM]	105.7[20 µM]	97.9[20 µM]	77.1[20 µM]	97.3[20 µM]	110.4[20 µM]	103.9[20 µM]
CCOC1=C2CCC3C4CCC(=O)C4(C)CCC3C2(C)CCC1=O (stereo not drawn)	118.0	115.3	98.6	83.4	105.2	91.0	101.1	105.7	97.5
CCCCCCNP(=O)(N1CC1CC)N1CC1CC (stereo not drawn)	105.9	nt	94.6	97.8	102.8	nt	105.5	92.0	102.7
CCC(CC)(NC)C(O)c1ccccc1 (stereo not drawn)	110.6	98.5	110.0	103.8	102.6	81.3	92.1	96.7	99.2
CC(C)(C)c1ccc(O)c(C[N+](C)(C)C)c1	nt	93.7	99.3	103.7	103.0	nt	91.4	79.7	94.1
CCN(CC)CCO/N=C1\CC2C3CCC(=O)C3(C)CCC2C2(C)CCC(=O)C=C12 (stereo not drawn)	111.4	86.9	100.2	nt	111.0	110.4	87.8	nt	94.4
COCCOCCOC(=O)CBr	111.2	100.4	97.0	105.7	110.8	94.2	99.5	81.1	104.0
Nc1nc(N)c(-c2ccc(Cl)cc2)c(COc2ccc(NC(=O)c3cccc(S(=O)(=O)F)c3)cc2)n1	89.0	88.0	89.9	108.7	88.5	92.1	108.0	102.2	108.5
CC[N+](CC)(CC)CCC(C(N)=O)(c1ccccc1)c1ccccc1	92.3	102.7	93.9	100.2	106.3	96.6	101.4	95.1	103.4
O=[N+]([O-])c1ccc2c(c1)Cc1cc(N(CCCl)CCCl)ccc1-2	109.5	84.4	88.0	76.0	81.7	78.1	98.1	70.4	100.6
COC1=CC(=O)O[C@@H](CCc2ccccc2)C1	nt	112.9	104.0	121.2	105.8	101.8	109.5	88.2	107.5
OB([O][Hg][c]1ccccc1)[O][Hg][c]1ccccc1	-94.3*	-92.4*	54.9	-21.4*	-95.6*	nt	-56.2*	-31.2*	-18.2*
CCC(CC)COC(=O)CI	93.2	89.2	82.5	95.0	94.0	111.7	92.3	88.7	95.8
CC(=O)O[C@@H]1C2=C(C)C3(CC3)[C@@](C)(O)C(=O)C2=C[C@@]1(C)CO	-89.6*	3.3*	nt	2.3*	-6.6*	-36.6*	-33.2*	nt	-5.6*
COc1ccc(CC[N+](C)(C)C)cc1	112.2	94.4	105.1	107.7	103.7	73.4	98.9	98.5	100.3
CCCO/N=C/c1cccnc1	110.0	95.5	104.7	109.6	105.3	103.8	103.0	85.1	105.1
C[C@]12CC[C@H]3[C@@H](CCC4=CC(=O)CC[C@@H]43)[C@@H]1CC[C@@H]2OC(=O)N(CCCl)N=O	69.9	27.4	55.8	-37.9*	13.0	39.7	55.7	58.0	49.0
CN=C(NN)NN	108.9	88.9	109.3	111.2	107.5	106.5	101.6	92.4	nt
CC1(C)CN=C(NN=C(/C=C/c2ccc(C(F)(F)F)cc2)/C=C/c2ccc(C(F)(F)F)cc2)NC1	nt	-76.9*	-15.1*	-54.0*	-84.2*	-76.6*	-43.0*	2.5*	-68.4*
O=C1CC=C2C3CC4N(CCC45c4cc(O)c(O)cc4N1C25)C/C3=C\CBr (stereo not drawn)	104.6	100.0	97.3	109.8	100.1	100.1	98.0	122.1	106.9
C#CC(C)(O)C(C)C (stereo not drawn)	110.6	106.4	nt	105.1	103.8	102.9	107.1	99.8	108.1
CC(O)CSP(=S)(Oc1ccccc1)Oc1ccccc1 (stereo not drawn)	98.8	100.5	94.4	99.6	100.4	80.6	94.8	95.6	97.3
CNc1ccccc1C(=O)O	112.4	103.3	98.0	109.8	114.9	97.3	94.9	76.4	96.4
O=S(=O)(Oc1ccc(Cl)cc1)c1ccc(Cl)cc1	110.0	117.6	105.0	100.9	113.0	nt	102.7	90.8	112.3
CCCCOC(C(=O)OCCN(CC)CC)(c1ccccc1)c1ccccc1	100.6	83.0	105.6	97.6	96.1	76.6	94.8	45.8	98.7
Cc1cc(NC(=O)NCCOc2ccc(N3C(N)=NC(N)=NC3(C)C)cc2Cl)ccc1S(=O)(=O)F	53.8	95.1	91.3	9.4*	94.2	nt	40.2	79.1	101.7
CC1CCCC(C)[N+]1(C)CCC(C(N)=O)(c1ccccc1)c1ccccc1 (stereo not drawn)	nt	102.8	99.2	118.4	106.9	105.9	98.0	104.9	98.6
COc1cccc(/C=C/[N+](=O)[O-])c1	-60.7*	96.8	65.2	100.3	74.7	63.2	43.3	43.8	92.6
C=CC[Se]C(=O)c1ccc(C(=O)[Se]CC=C)s1	-93.6*	-83.9*	-40.1*	-53.2*	-45.6*	-95.5*	nt	-5.4*	-23.1*
CCCCCCCCNC(c1ccccc1)C(O)c1ccccc1 (stereo not drawn)	89.7	nt	97.4	100.5	101.6	73.6	95.7	104.0	93.1
Cc1cc(NC(=O)NCCCOc2ccc(N3C(N)=NC(N)=NC3(C)C)cc2Cl)ccc1S(=O)(=O)F	48.6	107.1	55.7	13.6	72.6	7.9*	24.1	94.6	100.3
Cc1ccccc1-n1c(/C=C\c2ccccn2)nc2ccccc2c1=O	7.4*	31.2	97.8	68.0	nt	54.8	55.5	62.1	-19.9*
O=[N+]([O-])c1cc([As](=O)(O)c2ccc(O)c([N+](=O)[O-])c2)ccc1O	101.2	102.0	113.8	101.3	107.6	94.5	90.9	104.0	102.2
O=C1CN2CCC1CC2	110.8	103.1	96.8	115.0	101.0	90.3	101.2	72.2	113.0
C[CH2][Pb]([CH2]C)([CH2]C)[O]C(=O)COc1ccccc1	7.1*	-5.8*	23.2	4.0*	11.5	nt	-6.8*	-2.3*	2.8*
CCCCC1C(=O)NC(=O)NC1=O	117.0	102.0	101.6	101.2	106.2	120.9	99.7	96.2	102.8
CCOP(=O)(OCCCl)C(NC(=O)c1ccc(C)cc1)=C(Cl)Cl (stereo not drawn)	95.7	88.3	102.2	106.4	105.1	92.7	101.6	107.3	100.9
Cc1ccc2[nH]c(=S)n(-c3ccccc3)c(=O)c2c1	86.6	102.9	87.1	99.8	103.4	nt	102.6	81.8	107.6

One compound at a time, from the list above. Values in the order: RXF 393	CAKI-1	NCI-H226	NCI-H460	ACHN	NCI-H522	NCI-H23	A498	NCI/ADR-RES
Record of CCN(CC)CCSC(=O)C(O)(c1ccccc1)c1ccccc1 = 112.5	85.9	109.2	93.9	87.6	78.6	95.6	118.0	79.7
Record of COC(=O)C12CC(=O)OC1(c1ccccc1[N+](=O)[O-])N2 (stereo not drawn) = 119.5	111.1	105.2	99.0	107.5	98.3	96.8	101.7	99.7
Record of COc1ccc(-c2nc3c(s2)CC[C@@]2(C)C3=CC[C@@H]3[C@@H]2CC[C@]2(C)C(=O)CC[C@@H]32)cc1 = 99.0	87.4	101.6	96.7	102.5	86.5	97.5	nt	98.4
Record of CCOC(=O)C(Cl)CCl (stereo not drawn) = 90.9	95.3	95.1	106.1	89.9	70.2	100.2	100.2	108.3
Record of CCOP(=O)(OCCCl)C(NC(=O)c1ccc(C)cc1)=C(Cl)Cl (stereo not drawn) = 95.7	88.3	102.2	106.4	105.1	92.7	101.6	107.3	100.9

Further results follow.
SMILES	RXF 393	CAKI-1	NCI-H226	NCI-H460	ACHN	NCI-H522	NCI-H23	A498	NCI/ADR-RES
CC(=O)OC1CN2CCC1CC2 (stereo not drawn)	nt	93.3	103.8	117.0	nt	94.5	103.7	108.9	103.5
Nc1nc(N)c(-c2ccc(Cl)c(Cl)c2)c(CP(Cl)(Cl)(Cl)Br)n1	nt	37.2	93.4	18.7	43.6	45.4	66.1	105.3	60.2
COc1ccc2c(c1)C1(C)CCN(C)CC(C1)C2O (stereo not drawn)	97.0	118.5	81.7	105.1	104.2	90.2	98.1	99.5	nt
CC1(C)N=C(N)N=C(N)N1c1ccc(OCCCNC(=O)Nc2ccc(S(=O)(=O)F)cc2)c(Cl)c1	49.4	92.1	40.1	14.4	26.4	21.5	27.3	85.3	114.5
O=C1NC(=O)C(=Cc2cn(CCCn3c4ccccc4c(=O)c4ccccc43)c3ccccc23)C(=O)N1	105.7	nt	105.0	95.2	102.5	95.4	87.3	99.7	97.4
Cc1ccc(C(=O)NCCCOc2ccc(N3C(N)=NC(N)=NC3(C)C)cc2Cl)cc1S(=O)(=O)F	nt	nt	91.9	46.2	109.7	78.3	84.4	118.4	108.2

An excerpt, so the mix of outcomes need not match the whole.
